IDE cell activ = boosts human insulin-degrading enzyme activity in HEK cells. hit rate 0.073% among 340,000. FAbeta-B cleavage, fluorescence polarization; 0% vehicle, 100% cell-free pure enzyme wells. activation, % at 5.96 µM. P14735;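 active means activation above the mean of all tested compounds plus 3 SD, set per screening campaign, cut at about 17% in these data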
HCV NS3 hel inh = inhibitors of Hepatitis C virus NS3 helicase; NS3 helicase DNA unwinding, Cy5 molecular beacon fluorescence; inhibition, % at 10.9 µM; hit rate 0.56% among 290,000;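 active means inhibition above the mean of all tested compounds plus 3 SD, set per campaign, cut at about 35% in these data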;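 further: 0% = DMSO wells and 100% = thioflavine S control wells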
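Assay system: hepatitis C virus NS3 helicase domain fragment enzyme. Also added: annealed dual-labelled DNA beacon duplex, ATP-started. Timing: 1 h reaction at 25 °C, ATP-initiated. Technique: Cy5 fluorescence at 0 and 60 min, beacon hairpin quenching. Evaluation: % inhibition of unwinding. Replication: one well per compound.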
MEKK3 PB1 HTS = modulators (inhibitors or enhancers) of MEK5 binding to human MEKK3 PB1 domain. Q99759. bead-based flow cytometry, Alexa488-MEK5 binding to MEKK3; actives lie on both sides; 0 = blocked by unlabeled MEK5, 100 = vehicle. binding response (% of control), % at 10 µM. hit rate 1.4% among 290,000;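 active means binding response more than 3 SD above or below the average of its plate-row segment, actives on both sides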;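 further: Alexa488 bead fluorescence after subtracting the streptavidin-only scavenger bead signal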
FID counter = fluorescent intercalator displacement, NS3 helicase counter-screen; DNA fluorescent intercalator displacement, fluorescence; inhibition, % at 7.9 µM; hit rate 0.17% among 290,000; AID 1845; in the data active means inhibition above about 37%;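 further: 0% = vehicle and 100% = reference compound; higher means more ethidium bromide displaced from hairpin DNA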
PHOSPHO1 inh = PHOSPHO1 (human) inhibition. AID 1565. inhibition, % at 13.3 µM. recombinant PHOSPHO1, absorbance phosphatase assay. hit rate 1.1% among 290,000. Q8TCT1; in the data active means inhibition above about 60%
SUMO HTRF inh = SUMOylation inhibition | inhibition, % at 35 µM | hit rate 0.36% among 290,000 | HTRF SUMOylation assay, SAE1/SAE2 + UBC9, in vitro | P63279; in the data active means inhibition above about 50%, passing the limit was not always enough; further: strong numbers were not always called active
pCIP destab = lowers stability of the mouse p/CIP coactivator protein; Q05BA5; F442A p/CIP-EGFP cells, EGFP fluorescence, 16 h; decrease of EGFP signal, % at 10 µM; hit rate 0.01% among 290,000;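 active means EGFP signal decrease of at least 30% at 10 µM or well 3 SD below plate mean, unless failing retest; inactive means the rest, including hits failing retest or dose response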; further: some compounds called inactive have numbers as strong as hits; many of its hits are not listed in these tables
Target sequence (Q05BA5 1-1403): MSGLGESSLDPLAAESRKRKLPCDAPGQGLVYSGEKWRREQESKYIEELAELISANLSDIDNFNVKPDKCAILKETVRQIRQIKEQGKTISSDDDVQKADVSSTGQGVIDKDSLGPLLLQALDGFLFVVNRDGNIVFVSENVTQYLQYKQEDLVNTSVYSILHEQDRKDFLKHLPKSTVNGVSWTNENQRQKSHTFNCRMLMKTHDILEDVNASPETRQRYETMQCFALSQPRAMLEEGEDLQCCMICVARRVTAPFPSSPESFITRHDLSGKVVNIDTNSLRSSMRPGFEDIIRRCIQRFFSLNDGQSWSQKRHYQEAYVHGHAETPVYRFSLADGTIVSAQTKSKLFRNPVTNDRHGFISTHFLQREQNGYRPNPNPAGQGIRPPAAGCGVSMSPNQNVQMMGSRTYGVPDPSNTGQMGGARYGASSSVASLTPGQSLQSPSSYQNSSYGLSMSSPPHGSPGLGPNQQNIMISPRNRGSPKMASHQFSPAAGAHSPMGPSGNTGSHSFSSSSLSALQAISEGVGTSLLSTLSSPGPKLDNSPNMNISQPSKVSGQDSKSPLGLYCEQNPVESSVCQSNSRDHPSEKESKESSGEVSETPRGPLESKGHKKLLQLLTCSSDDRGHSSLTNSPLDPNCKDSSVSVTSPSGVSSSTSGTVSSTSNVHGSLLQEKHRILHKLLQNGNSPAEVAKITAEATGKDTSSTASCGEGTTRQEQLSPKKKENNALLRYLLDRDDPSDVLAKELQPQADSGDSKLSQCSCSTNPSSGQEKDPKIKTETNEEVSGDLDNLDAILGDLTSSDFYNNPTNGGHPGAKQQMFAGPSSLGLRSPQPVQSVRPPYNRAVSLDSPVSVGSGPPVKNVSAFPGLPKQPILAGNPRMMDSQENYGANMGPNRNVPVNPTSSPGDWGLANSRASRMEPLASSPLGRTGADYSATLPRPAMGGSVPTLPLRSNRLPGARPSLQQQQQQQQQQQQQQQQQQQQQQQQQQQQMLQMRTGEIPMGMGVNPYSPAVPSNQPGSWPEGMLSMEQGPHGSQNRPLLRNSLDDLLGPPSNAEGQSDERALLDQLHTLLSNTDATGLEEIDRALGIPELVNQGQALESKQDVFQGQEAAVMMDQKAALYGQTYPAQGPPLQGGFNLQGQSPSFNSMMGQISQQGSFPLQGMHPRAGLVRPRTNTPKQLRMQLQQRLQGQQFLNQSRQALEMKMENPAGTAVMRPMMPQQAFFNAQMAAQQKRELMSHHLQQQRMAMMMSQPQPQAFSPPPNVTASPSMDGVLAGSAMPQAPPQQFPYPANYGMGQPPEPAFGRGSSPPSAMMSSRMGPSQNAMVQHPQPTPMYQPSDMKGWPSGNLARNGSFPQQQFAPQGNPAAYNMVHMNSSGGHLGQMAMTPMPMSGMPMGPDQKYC
IMP-1 inh = blocks Pseudomonas aeruginosa IMP-1 metallo-beta-lactamase. purified IMP-1, nitrocefin hydrolysis, epi-absorbance fluorescence. inhibition, % at 5.6 µM. hit rate 0.45% among 290,000. AID 1556;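 active means inhibition above the mean plus 3 SD of all compounds in the same screening run, cut at about 4.5% in these data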;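 further: 0% = IMP-1 with DMSO and 100% = DMSO wells lacking enzyme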
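System – purified recombinant IMP-1 beta-lactamase · Input – IMP-1 dispensed at 0.2 nM · Timing – 15 min preincubation plus 25 min reaction at 25 °C · Signal – Epi-absorbance fluorescence, 480 nm excitation, 530 nm emission · Measure – percent IMP-1 inhibition derived from blank-referenced optical density · Controls – Enzyme-plus-DMSO low control, enzyme-free DMSO high control · Replication – singlicate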
VIM-2 inh = inhibitors of Pseudomonas aeruginosa VIM-2 metallo-beta-lactamase. purified VIM-2, nitrocefin hydrolysis, epi-absorbance fluorescence. inhibition, % at 5.6 µM. hit rate 0.89% among 290,000;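 active means inhibition above the mean of all tested compounds plus 3 SD, cutoff set per screening run, cut at about 7.5% in these data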;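 further: red hydrolysis product quenches plate fluorescence so inhibitors raise well fluorescence; 0% = enzyme with DMSO and 100% = DMSO without enzyme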
* hit, by the source's call; · = not tested or not shown. An excerpt; rates above refer to the full screens.

SMILES	IDE cell activ	HCV NS3 hel inh	MEKK3 PB1 HTS	FID counter	PHOSPHO1 inh	SUMO HTRF inh	pCIP destab	IMP-1 inh	VIM-2 inh
COc1ccc(-c2noc(C3CCCN(C(=O)CCc4ccccc4)C3)n2)cc1 (stereo not given)	-7	-11	91	-36	4	-8	0	-2.8	-1.3
CCOc1ccccc1OCCCOc1ccc(C)cc1Cl	2	3	108	1	-5	8	-7	-0.8	1.5
COC(=O)c1cn(C(=O)/C=C/c2ccc(OC)c(OC)c2)c2ccccc12	3	3	95	-5	35	4	-12	-0.9	-0.7
CCOC(=O)C1=C(C)N=c2s/c(=C3/C(=O)Nc4ccccc43)c(=O)n2C1c1ccc(C)cc1 (stereo not given)	1	-1	78	0	-1	-5	-22	-2.0	-1.3
COc1ccc(N(CC(=O)O)S(=O)(=O)c2cccnc2)cc1	0	-4	102	2	7	-3	6	-0.7	4.9
COc1ccccc1NS(=O)(=O)c1cc(NC(=O)c2sccc2C)ccc1N1CCOCC1	8	-15	103	-16	-17	-30	-8	-2.2	-1.0
C=CCN1C2CCCC1CC(NC(=O)Nc1cc(C)cc(C)c1)C2 (stereo not given)	2	1	103	23	41	1	6	-2.4	-1.7
CCC1=NN(C(=O)C(=O)NCCc2ccccc2)C(O)(C(F)(F)F)C1 (stereo not given)	1	3	92	-7	-10	14	4	-2.3	-4.5
CN(C)S(=O)(=O)c1ccc(S(=O)(=O)N(CC(=O)Nc2ccccc2)Cc2ccco2)cc1	3	-9	100	-4	6	7	-5	-4.1	-4.3
Cn1c(CCC(=O)OCC(=O)NCc2ccccc2Cl)nc(=O)c2ccccc21	6	4	112	-9	58	15	-19	-2.6	-4.4
Cc1ccnc(SCCn2c(N3CCOCC3)nc3c2c(=O)n(C)c(=O)n3C)n1	·	3	·	-5	·	·	·	-0.9	-0.3
CS(=O)(=O)Oc1ccc2c(c1)O/C(=C\C=C\c1ccccc1)C2=O	-11	2	81	-11	25	22	-24	0.3	-0.8
CC(=O)NC(CC(=O)NCCCn1ccc2ccccc21)c1ccccc1 (stereo not given)	1	8	100	-16	26	5	-7	-1.8	-0.5
CC(C)=C1C(=O)NN(c2ccc(F)c(Cl)c2)C1=O	5	-16	106	-7	31	23	2	-5.8	-1.4
COc1ccc(NC(=O)C(=O)NNC(=O)c2ccc(Cl)cc2Cl)cc1	1	2	98	-9	28	5	4	-2.2	-5.9
CCn1c(=O)c(C(=O)NCc2ccccc2OC)c(O)c2ccccc21	3	-3	108	-2	36	6	-9	-3.7	-3.8
O=c1[nH]c(CN2CCOCC2)nc2cc(Cl)ccc12	8	5	103	1	28	-19	21	-3.1	1.4
Cc1nc2nc(Cc3ccccc3)[nH]n2c(=O)c1Cc1ccccc1	0	-1	101	-13	13	10	7	-3.8	-3.9
C=CCNc1nc(N2CCCC2)nc2ccccc12	4	-4	·	0	-11	10	-4	-3.7	7.4
c1n[nH]c(NCc2ccc3c(c2)OCO3)n1	2	2	94	-2	10	18	1	-1.2	-0.1
C/C=C/C(=O)N1c2ccccc2C(C)=CC1(C)C	-3	0	91	18	40	9	-5	-3.7	-5.1
COc1ccccc1CNC(=O)CCC(=O)n1ncc2cc(C)ccc21	5	9	101	-34	28	-13	1	-1.3	-0.1
COc1cc(-c2nc(S(=O)(=O)c3ccc(C)cc3)c(N(C)C)o2)cc(OC)c1OC	5	0	103	2	7	-18	10	-1.9	-3.3
COc1ccc(NS(=O)(=O)c2ccc3c(c2)CCC(=O)N3)c(OC)c1	5	-5	98	1	-12	14	-3	-1.9	-0.4
Nc1ccc(C(=O)OCCCc2nc3cc4ccccc4cc3[nH]2)cc1	-2	-6	117	4	15	13	-18	-5.3	-3.0
COc1ccc(S(=O)(=O)N(C)c2ccc(C(=O)N3CCOCC3)cc2)cc1OC	8	0	101	-11	30	12	-3	-4.5	-5.1
NNC(=O)Cn1c(-c2nonc2N)nc2ccccc21	2	-2	97	-6	19	15	2	-2.3	-3.6
O=C(Cc1ccc([N+](=O)[O-])cc1)N1N=C2CCCCC2C1(O)C(F)(F)F (stereo not given)	·	17	97	-11	27	6	6	0.6	1.1
Cc1ccc(NC(=S)NCC(C)CSc2ccc(Cl)cc2)cc1 (stereo not given)	0	4	107	-11	-19	-20	-8	-2.2	-2.7
CC12CCC(C(=O)Nc3ccccc3Br)(C/C1=N\O)C2(C)C (stereo not given)	-3	-1	84	-7	4	14	-22	-1.9	0.0
Cc1ccc(Nc2ncnc(N)n2)cc1	4	-3	101	3	25	2	-19	-3.1	-1.7
O=C(COc1ccc2c3c(c(=O)oc2c1)CCCC3)NCc1cccnc1	2	-3	100	-16	6	13	-16	-1.8	9.2*
Cn1c(=O)c2c(nc(SCC(=O)c3cccs3)n2Cc2ccc(F)cc2)n(C)c1=O	0	2	100	-1	27	-42	-8	-4.7	-3.5
CCOc1ccc(NC(=O)CN(C)C(=O)c2ccc(=O)[nH]c2)cc1OCC	6	1	98	-11	15	7	-6	-3.9	-3.0
CC(=O)N1c2c(cc(Br)cc2S(=O)(=O)N2CCN(c3ccccc3F)CC2)CC1C (stereo not given)	4	-9	98	-36	27	12	-37	-1.9	-1.6
Cc1cc(C)n2c(SCc3ccc(Br)cc3)nnc2n1	·	14	104	-23	15	1	-7	-4.1	-1.2
CC1=NOC(=O)/C1=C/c1ccc(O)c(Br)c1	-2	20	102	-1	20	9	7	-9.1	-5.1
O=S(=O)(NCC1CCN(c2ccc(S(=O)(=O)N3CCOCC3)cc2)CC1)c1ccc(F)cc1	3	-6	101	-39	22	2	-17	-0.7	-1.9
CCn1c(=N)n(CC(=O)c2ccc(OC)c(OC)c2)c2ccccc21	0	-7	107	-4	24	-6	-11	-2.4	-3.9
COCCC(=O)NC12CC3CC(CC(C3)C1)C2	6	4	100	-1	5	7	2	-5.5	-1.1

Shown as a hit in VIM-2 inh (from the list above):
Compound | IDE cell activ | HCV NS3 hel inh | MEKK3 PB1 HTS | PHOSPHO1 inh | SUMO HTRF inh | pCIP destab | IMP-1 inh | VIM-2 inh
O=C(COc1ccc2c3c(c(=O)oc2c1)CCCC3)NCc1cccnc1 | 2 | -3 | 100 | 6 | 13 | -16 | -1.8 | 9.2*

Additional entries:
SMILES	IDE cell activ	HCV NS3 hel inh	MEKK3 PB1 HTS	FID counter	PHOSPHO1 inh	SUMO HTRF inh	pCIP destab	IMP-1 inh	VIM-2 inh
COc1ccccc1N1CCN(C(c2cccs2)C(C)NS(=O)(=O)c2ccccc2)CC1 (stereo not given)	1	-10	104	-22	18	-14	-6	-2.0	0.2
CC1CCN(C(=O)c2cc(S(=O)(=O)N3CCCCC3)c[nH]2)CC1	4	8	102	-34	25	6	-1	0.1	-1.4
Cc1nnc(SCC(=O)Nc2ccc(F)cc2F)n(N)c1=O	-2	1	105	-5	9	-3	-2	-2.3	-3.2
CCCc1c(C(=O)N/N=C/c2ccncc2)nnn1-c1nonc1N	-1	-4	102	-4	32	-2	3	-4.0	-2.5
COc1cc(NC(=O)C2CCN(c3cnccn3)CC2)cc(OC)c1OC	1	-2	97	-21	28	6	2	-2.3	-2.5
O=C(COC(=O)/C=C/c1ccc(C(F)(F)F)cc1)NCCC1=CCCCC1	1	3	102	-20	28	-4	-2	-1.8	-2.0
O=C1CC(Cc2ccc(Cl)cc2)C(=O)N1c1ccccn1 (stereo not given)	2	-1	·	-10	38	10	-8	-0.5	-6.2
Cc1cccc(C(=O)Nc2cc(C)ccc2NC(=O)COc2ccccc2)c1	4	-4	105	-22	29	-10	1	-2.6	0.4
CC(=O)N1CCN(C2=NC(=O)/C(=C/c3ccc(OS(=O)(=O)c4ccccc4)cc3)S2)CC1	-10	-11	109	-66	34	13	0	-3.5	-0.1
CCCC1OC23CCCCC2C(C#N)(C(=N)O3)C1(C#N)C#N (stereo not given)	4	4	103	-5	17	8	15	-1.6	-0.6
Cc1cccn2c(=O)c3cc(C(=O)NCCc4ccccc4)c(=N)n(CCCn4ccnc4)c3nc12	2	-11	98	18	4	-2	2	-1.1	14*
Cn1c(=O)[nH]c(=O)c2c1nc(SCCN1CCCCC1)n2CCCc1ccccc1	-12	-4	109	3	88*	-12	-5	-1.3	0.7
CCn1c2ccccc2c2cc(NC(=O)COC(=O)c3ccccc3Br)ccc21	4	-48	123	2	14	-23	5	-3.5	-2.4
COc1ccc(CCN2C(=O)CC(NNC(=O)c3cccc(O)c3)C2=O)cc1 (stereo not given)	3	-9	103	-6	13	-3	9	-4.3	-3.6
CC1CCCCN1C(=O)c1ccc(S(=O)(=O)N2CCCCC2C)cc1 (stereo not given)	-6	-1	100	-24	5	24	6	-3.2	-0.8
CN(C)C(=O)N1CCC(C(=O)N2CCCC(C(=O)c3cccc4ccccc34)C2)CC1 (stereo not given)	-5	9	99	-32	46	20	-8	-2.5	-1.2
Nc1nnc(-c2cccc([N+](=O)[O-])c2)s1	·	10	99	5	34	4	3	-2.3	-3.9
O=C(CN(Cc1cccs1)C(=O)CNS(=O)(=O)c1ccc(Cl)cc1)NCC1CCCO1 (stereo not given)	4	3	82	-21	39	10	-1	-1.5	-1.8
CCOC(=O)c1cnn(-c2cc(Oc3ccccc3)ncn2)c1N	5	5	99	2	6	5	4	-0.5	0.4
CCCn1cnnc1CNC(=O)C1CCC(=O)N(CCc2ccc(OC)cc2)C1 (stereo not given)	4	-1	103	-7	12	2	-7	-1.4	-0.7
CC(=O)NCCc1nc2cc(NS(=O)(=O)c3ccccc3)ccc2n1C	2	1	112	-8	25	25	-13	-2.3	-0.2
COc1ccc(S(=O)(=O)N2CCC(C(=O)N[C@H](C(=O)NCc3ccncc3)C(C)C)CC2)cc1	1	-5	99	-18	-10	·	8	-1.8	-1.4
CCOC(=O)c1cccc(NC(=O)Cn2c(CC(=O)N3CCCC3)nc3ccccc32)c1	·	-14	101	-20	2	3	-8	-5.0	-3.2
CC(C)CNC(=O)c1cc2nc(C3CC3)cc(C(F)(F)F)n2n1	1	2	99	-16	·	·	·	-2.5	-2.0
Cc1cc(C)nc(N/N=C/C2=C(O)CC(c3ccc(F)cc3)CC2=O)n1 (stereo not given)	·	-4	91	-8	8	0	-15	-4.0	-3.6
CC1(c2ccc(Cl)cc2)NC(=O)N(CC(=O)N2CCCC2)C1=O (stereo not given)	3	2	76	-2	10	-8	5	-2.2	-0.6
CC(C)n1c(SCC(=O)Nc2ccccc2)nc2c1c(=O)[nH]c(=O)n2C	2	-5	60	-5	3	9	-7	1.4	2.1
CC1CCCC(C)N1C(=O)c1cc(-c2ccco2)on1 (stereo not given)	3	8	103	-20	32	-6	-4	-2.4	-1.5

Some of the entries so far, with values under each structure.
Screens in order: IDE cell activ, HCV NS3 hel inh, MEKK3 PB1 HTS, FID counter, PHOSPHO1 inh, SUMO HTRF inh, pCIP destab, IMP-1 inh, VIM-2 inh
> CC(C)CNC(=O)c1cc2nc(C3CC3)cc(C(F)(F)F)n2n1
  1, 2, 99, -16, ·, ·, ·, -2.5, -2.0
> CC1(c2ccc(Cl)cc2)NC(=O)N(CC(=O)N2CCCC2)C1=O (stereo not given)
  3, 2, 76, -2, 10, -8, 5, -2.2, -0.6
> CC(=O)NCCc1nc2cc(NS(=O)(=O)c3ccccc3)ccc2n1C
  2, 1, 112, -8, 25, 25, -13, -2.3, -0.2

Screening results deposited in PubChem BioAssay by several laboratories.
